Source: PubChem
S1P4 agonist: S1P4 receptor agonists, primary screen, cell-based; Sphingosine 1-phosphate receptor 4 (Homo sapiens), O95977; S1P4-expressing cell line, agonist reporter assay; activation, % at 4.98 µM; hit rate 0.35% among 220,000; AID 1509, 2009; in the data active means activation above about 11%;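 further: 0% = DMSO vehicle and 100% = reference agonist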
Target sequence (O95977 whole entry, looked up): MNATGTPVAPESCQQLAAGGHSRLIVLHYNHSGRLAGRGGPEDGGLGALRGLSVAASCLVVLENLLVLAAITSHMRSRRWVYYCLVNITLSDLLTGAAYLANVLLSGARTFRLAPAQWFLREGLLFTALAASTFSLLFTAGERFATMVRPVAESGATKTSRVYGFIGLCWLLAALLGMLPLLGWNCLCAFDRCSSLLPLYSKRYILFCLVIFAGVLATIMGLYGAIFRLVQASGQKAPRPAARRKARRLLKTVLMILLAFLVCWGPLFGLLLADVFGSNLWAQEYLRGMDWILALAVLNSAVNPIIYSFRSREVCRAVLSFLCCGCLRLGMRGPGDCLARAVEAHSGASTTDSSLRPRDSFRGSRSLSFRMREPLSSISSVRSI
Mdm2 ligase inh: MDM2-luciferase reporter signal enhancers, primary screen, MDM2 E3 ligase inhibitor project, cell-based, luminescence, 1536-well; E3 ubiquitin-protein ligase Mdm2 (Homo sapiens), Q00987; cell-based MDM2 ubiquitination luciferase reporter, 2 h; 0 = plate control, 100 = twice control, blank-subtracted; signal enhancement, % at 5 µM; hit rate 0.11% among 210,000;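 active means signal enhancement of 30% or more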;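 further: luminescence tracks abundance of the self-degrading MDM2-luciferase fusion protein; higher signal means inhibition of MDM2 E3 ligase activity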
Target sequence (Q00987 whole entry, looked up, the tested form may be a part): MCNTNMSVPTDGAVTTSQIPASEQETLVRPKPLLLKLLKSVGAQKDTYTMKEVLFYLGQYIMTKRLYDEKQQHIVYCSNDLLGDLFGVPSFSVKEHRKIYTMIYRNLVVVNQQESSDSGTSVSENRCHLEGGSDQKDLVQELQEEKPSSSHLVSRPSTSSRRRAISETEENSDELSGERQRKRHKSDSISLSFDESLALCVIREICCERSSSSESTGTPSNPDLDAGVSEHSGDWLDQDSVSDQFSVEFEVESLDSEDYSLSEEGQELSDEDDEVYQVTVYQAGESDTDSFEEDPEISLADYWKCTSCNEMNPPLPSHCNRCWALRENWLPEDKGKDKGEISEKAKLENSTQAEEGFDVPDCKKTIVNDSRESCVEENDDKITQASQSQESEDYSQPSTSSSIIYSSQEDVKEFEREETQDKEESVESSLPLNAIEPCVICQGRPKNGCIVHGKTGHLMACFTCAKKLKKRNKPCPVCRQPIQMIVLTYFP
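system = mammalian cells stably expressing self-ubiquitinating, self-degrading MDM2 E3–luciferase fusion | quantity = 2000 cells per well seeded | incubation = 4 h cell settling then 2 h compound exposure, 37 °C | signal = SteadyLite luminescence, 15 min reagent step | benchmarks = plate control and blank wells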
BaF3 tox: parental Ba/F3 cell viability inhibition, counter-screen for JAK2V617F inhibitor project, murine pro-B, CellTiter-Glo luminescence; CellTiter-Glo ATP luminescence; inhibition, % at 5.6 µM; hit rate 1.1% among 220,000;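 active means inhibition above a per-campaign cutoff, the mean inhibition of all tested compounds plus 3 SD, cut at about 27% in these data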;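 further: 0% = DMSO wells and 100% = JAK Inhibitor I control wells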
S1P4 antagonist: S1P4 receptor antagonists, primary screen, cell-based. hit rate 0.26% among 220,000. inhibition, % at 4.98 µM. Sphingosine 1-phosphate receptor 4 (Homo sapiens), O95977. AID 1510, 2009. S1P4-expressing cells, antagonist mode, reporter read-out; in the data active means inhibition above about 29%;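 further: 0% = wells stimulated with agonist and 100% = vehicle wells without agonist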
PERK inhibitor: block of dimerizer-induced PERK translation repression, primary screen, PERK inhibitor project, CHO PERK-DD cells, SEAP luminescence, HTS; inhibition, % at 5.6 µM; hit rate 0.17% among 220,000; AID 1416, 2008; CHO PERK-DD fusion, SEAP luminescence translation reporter;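 active means inhibition above the mean inhibition of all tested compounds plus 3 SD, set separately per screening campaign, cut at about 2.9% in these data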;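 further: PERK kinase domain activated by AP20187 dimerizer at 100 nM; 0% = DMSO with dimerizer and 100% = rapamycin at 8.4 µM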
NPY2 pot ag: NPY-Y2 potentiators or agonists, primary screen, cell-based. Neuropeptide Y receptor type 2 (Homo sapiens), P49146. cells expressing NPY-Y2, potentiator/agonist read-out. activation, % at 3.6 µM. hit rate 0.45% among 220,000; in the data active means activation above about 27%;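 further: cells stimulated with NPY near EC25 plus isoproterenol at EC100; 0% = vehicle plus submaximal agonist and 100% = vehicle plus saturating agonist; some results beyond the cut were filed as inactive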
Ba/F3 V617F tox: reduced viability of JAK2V617F-dependent Ba/F3 cells, primary screen, JAK2V617F inhibitor project, cell-based, Ba/F3 EpoR-JAK2V617F, luminescence; ATP luminescence; inhibition, % at 5.6 µM; hit rate 1.1% among 220,000; AID 1446, 2008;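 active means inhibition above the campaign mean plus 3 SD over all tested compounds, cut at about 24% in these data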;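 further: cytokine-independent growth of Ba/F3 cells driven by EpoR plus mutant JAK2; 0% = DMSO-treated cells and 100% = JAK inhibitor I control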
eIF4E 4G PPI: eIF4E–eIF4G protein interaction inhibitors, primary screen, biochemical, uHTS, TR-FRET, eIF4GI fragment; hit rate 0.37% among 220,000; inhibition, % at 21.7 µM; Eukaryotic translation initiation factor 4E (Mus musculus) + Eukaryotic translation …; TR-FRET eIF4E-eIF4GI(517-606) binding, 2 h;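 active means inhibition above about 30%, limit read from the data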;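 further: 0% = full FRET control wells and 100% = background wells lacking eIF4GI fragment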
Wee1 stabilizer: Wee1 degradation inhibitors, primary screen, cell-based, HeLa, Wee1K328M-luciferase, luminescence. reporter increase, % at 5 µM. hit rate 1.2% among 220,000. HeLa Luc-Wee1K328M stability; 100% = proteasome inhibitor MG132 effect. Wee1-like protein kinase (Homo sapiens), P30291;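 active means activation above the mean of all tested compounds plus 3 SD, set per screening run, cut at about 8.8% in these data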;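 further: cells exposed to compound for 20 h before luminescence read; 0% = DMSO alone and 100% = MG132 at 30 µM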
* hit, by the source's call; nt = no result given; [ ] = remark or other dose.

SMILES | S1P4 agonist | Mdm2 ligase inh | BaF3 tox | S1P4 antagonist | PERK inhibitor | NPY2 pot ag | Ba/F3 V617F tox | eIF4E 4G PPI | Wee1 stabilizer
NS(=O)(=O)c1ccc(CCNC(=O)CN2CCN(c3ccc(F)cc3)CC2)cc1 | 1.4 | -5 | 8 | -10 | 0.3 | 0 | -1 | -1 | -1
O=C(Cc1ccccc1)Nc1cc(Cl)ccc1Sc1ccccc1 | -1.1 | 6 | 9 | -10 | -0.6 | -1 | 1 | -7 | 6
COc1ccccc1-n1c(-c2cn(C)nc2C)n[nH]c1=S | -1.2 | 1 | -1 | -2 | 0.3 | -1 | -2 | 3 | 0
CCn1ncc(Br)c1C(=O)Nc1sc2c(c1C(N)=O)CCC2 | 0.1 | -9 | 6 | 10 | -0.2 | -15 | -2 | -1 | 2
COc1cc(OC)c(-c2noc(C(=O)OC(C)(C)C)c2C(=O)OC(C)(C)C)c(OC)c1 | 1.7 | -3 | 4 | -22 | 0.9 | -8 | 1 | 16 | -1
O=C(NCc1ccco1)C1CCCCN1S(=O)(=O)c1ccc(F)cc1 (centres undefined) | -1.7 | 2 | 5 | 2 | 0.0 | -20 | 6 | -6 | 1
Cc1ccnc(NC(=O)c2ccc(Cl)c(NC(=O)C(C)Oc3ccccc3)c2)c1 (centres undefined) | -1.7 | 14 | 2 | -2 | 0.0 | -13 | -2 | 0 | -1
Cc1ccc2nc(C)cc(OCC(=O)O)c2c1 | 0.8 | -7 | 4 | -3 | -0.6 | 8 | 1 | -9 | -3
O=C1N/C(=N\N=C\c2ccc3ncccc3c2)SC1Cc1ccc(SC(F)F)cc1 (centres undefined) | 0.2 | -24 | 2 | -19 | 0.8 | -5 | 0 | 2 | 7
Cc1cc(C)n(CCC(=O)N=Nc2c(O)[nH]c3ccc(Br)cc23)n1 | 1.4 | -9 | -2 | -17 | -0.3 | 21 | -1 | -1 | 4
CN1CCc2c(sc3nc(SCC(=O)N4CCOCC4)nc(N)c23)C1 | -1.1 | -11 | 8 | -9 | -0.5 | 3 | 4 | 1 | 5
Cc1nn(CC(=O)NC(C)C)c(C)c1[N+](=O)[O-] | 3.8 | 5 | 5 | -6 | 0.3 | -1 | -1 | 1 | -2
COc1ccc(C)cc1NC(=O)CN(c1ccc(C)cc1)S(C)(=O)=O | 2.3 | -12 | 8 | 7 | 0.0 | 2 | 2 | 1 | 0
COc1cccc(C(=O)COC(=O)c2ccc(NC(C)=O)cc2)c1 | 0.3 | 26 | -1 | -13 | 0.9 | 5 | -5 | 3[fluorescence artefact?] | 5
COc1ccc(NC(=O)C2CC(=O)N(c3cc(C)ccc3C)C2)cc1 (centres undefined) | -0.3 | -14 | 1 | -18 | 0.1 | 13 | -4 | -1 | -1
Cc1cccc(NC(=O)CN2NS(=O)(=O)c3ccccc3C2=O)c1 | -0.5 | -9 | 3 | 10 | 1.2 | -16 | 3 | -5 | 0
COc1ccc(NC(=O)c2csc(Cc3ccc(Cl)cc3)n2)cc1 | 0.5 | -24 | 1 | -10 | -0.4 | -17 | -1 | 0 | -4
COc1ccc(N2CC(C(=O)N/N=C/c3ccccc3)CC2=O)cc1 (centres undefined) | 4.3 | -11 | 5 | 1 | -0.5 | 2 | 3 | 4 | -1
O=S(=O)(c1ccc(Cl)cc1)N1CCN(C2CCCCCC2)CC1 | -2.2 | -8 | 6 | -2 | 0.5 | 5 | 0 | 2 | 0
Cc1ccc(C(=O)NCCc2sc(C)nc2C)cc1 | -0.1 | -9 | 4 | -15 | 1.1 | -2 | -1 | 0 | 4

Brought forward from above: 7 entries; new compounds follow.
SMILES | S1P4 agonist | Mdm2 ligase inh | BaF3 tox | S1P4 antagonist | PERK inhibitor | NPY2 pot ag | Ba/F3 V617F tox | eIF4E 4G PPI | Wee1 stabilizer
COc1cccc(C(=O)COC(=O)c2ccc(NC(C)=O)cc2)c1 | 0.3 | 26 | -1 | -13 | 0.9 | 5 | -5 | 3[fluorescence artefact?] | 5
COc1ccc(NC(=O)C2CC(=O)N(c3cc(C)ccc3C)C2)cc1 (centres undefined) | -0.3 | -14 | 1 | -18 | 0.1 | 13 | -4 | -1 | -1
Cc1cccc(NC(=O)CN2NS(=O)(=O)c3ccccc3C2=O)c1 | -0.5 | -9 | 3 | 10 | 1.2 | -16 | 3 | -5 | 0
COc1ccc(NC(=O)c2csc(Cc3ccc(Cl)cc3)n2)cc1 | 0.5 | -24 | 1 | -10 | -0.4 | -17 | -1 | 0 | -4
COc1ccc(N2CC(C(=O)N/N=C/c3ccccc3)CC2=O)cc1 (centres undefined) | 4.3 | -11 | 5 | 1 | -0.5 | 2 | 3 | 4 | -1
O=S(=O)(c1ccc(Cl)cc1)N1CCN(C2CCCCCC2)CC1 | -2.2 | -8 | 6 | -2 | 0.5 | 5 | 0 | 2 | 0
Cc1ccc(C(=O)NCCc2sc(C)nc2C)cc1 | -0.1 | -9 | 4 | -15 | 1.1 | -2 | -1 | 0 | 4
O=C(CCc1nc2ccccc2[nH]1)NC1CCCCC1 | 1.0 | -2 | 7 | -11 | 0.6 | -2 | 4 | -2 | -2
O=C(/C=C/c1ccc[nH]1)c1ccccc1 | 3.6 | -3 | 5 | -17 | 0.9 | 6 | 0 | 2 | -2
O=C(NCCc1ccccc1)C(=O)NCC1OCCN1S(=O)(=O)c1ccc([N+](=O)[O-])cc1 (centres undefined) | 0.8 | 0 | 3 | 5 | 1.1 | -5 | -4 | 2 | 1
Cc1ccc(NC(=O)COC(=O)c2ccc3c(c2)C(=O)N(CCc2ccccc2)C3=O)c(C)c1 | -0.4 | 6 | 7 | -10 | 0.6 | -8 | -1 | 15 | 6
CS(=O)(=O)N(CC(=O)Nc1ccccc1-c1ccccc1)c1cccc(F)c1 | 1.9 | -8 | 7 | -1 | -0.9 | -4 | 2 | -1 | 1
CCC(C(=O)OCC(=O)Nc1ccc(C(N)=O)cc1)c1ccccc1 (centres undefined) | 1.4 | -4 | 6 | 4 | 0.2 | 8 | -2 | 1 | -2
O=C(Nc1ccccc1N1CCN(c2ccccc2)CC1)c1cccc(F)c1 | 2.0 | -5 | -1 | -3 | -1.1 | -17 | -5 | 1 | -3
COc1cc(OC)nc(NC(=S)NC(=O)c2ccccc2)n1 | -0.7 | -5 | 1 | 13 | -0.2 | 4 | -2 | -3 | 1
Nc1nc(SCC(=O)N2CCCC2)[nH]c(=O)c1NC(=O)c1cccs1 | 2.4 | -1 | 0 | -3 | -0.2 | -6 | -2 | -1 | -3
Cc1ccc(-c2nc(N3CCOCC3)sc2C(=O)N2CCCCC2)cc1 | 0.1 | -17 | 4 | -6 | 0.4 | -7 | 0 | -2 | 2
O=C(Nc1cccc(F)c1)NC1CCCCC1 | 2.8 | -2 | 7 | -40 | -0.3 | -6 | 0 | 5[fluorescence artefact?] | 1
COCCNCCCOc1ccc(Br)cc1Cl | -0.2 | -2 | 6 | -7 | -0.3 | -7 | 3 | 5 | 0
O=C(N1CCCC1)C12CC3CC(CC(C3)C1)C2 | 3.6 | nt | 2 | 6 | 0.1 | 3 | -2 | 4 | -1
CCOC(=O)CNC(=O)c1ccc2c(c1)OCCO2 | 0.8 | -7 | 4 | -14 | 0.6 | 8 | 0 | -6[fluorescence artefact?] | 0
CC(NC(=O)COC(=O)c1ccc2c(c1)S(=O)(=O)N=C1CCCCCN12)C12CC3CC(CC(C3)C1)C2 (centres undefined) | 1.5 | -17 | 3 | 4 | 1.2 | -1 | -2 | 1 | 0
O=C(OCC(=O)N1CCCC1)c1ccco1 | 1.5 | -13 | 5 | -14 | 0.9 | 3 | -1 | -1 | 0
Cc1ccc(Cl)cc1NC(=O)Cn1cc(C(F)(F)F)cc(Cl)c1=O | 1.0 | nt | 3 | -23 | 0.7 | 2 | -3 | 2 | 2
CC(C)Oc1ccccc1-c1nc(SCC(=O)O)n[nH]1 | -1.9 | -9 | -1 | -5 | 0.3 | 7 | -4 | -8 | -1
CC(C)(C)NS(=O)(=O)c1cccc2nsnc12 | 0.7 | nt | 1 | -1 | 3.7* | 1 | -4 | nt | -1
Cc1ccc2nc(NC(=O)C3CCN(S(=O)(=O)c4cccnc4)CC3)sc2c1 | -1.6 | 0 | 5 | 5 | -0.7 | 9 | 4 | -3 | 2
Nc1cc(-c2ccccc2)n2c(n1)nc1ccccc12 | -0.6 | -15 | 3 | 10 | -0.9 | -27 | -1 | 1 | -1
CCc1ccc(S(=O)(=O)NCCc2csc(C)n2)s1 | -1.7 | 5 | 9 | -13 | 2.6 | -1 | 1 | 0 | 2
N/C(Cc1ccc(Cl)cc1Cl)=N\OC(=O)Cc1cccs1 | 0.3 | 15 | 6 | -14 | -0.2 | -20 | -2 | 6 | -3
O=C(Nc1ccc2c(c1)OCO2)c1ccc(Br)c(S(=O)(=O)N2CCCC2)c1 | -0.8 | 0 | 4 | -23 | 0.0 | -4 | -1 | -5 | -3
COc1ccc2c(c1)c(C(=O)CN1CCC(C(N)=O)CC1)c(C)n2C | 0.7 | 0 | 6 | -6 | 0.2 | -1 | 0 | -6 | 4
COc1ccc(NC2CC(=O)N(c3ccc(C(=O)O)cc3)C2=O)cc1 (centres undefined) | -0.1 | -35 | 8 | -17 | 0.5 | -12 | -2 | 2 | -4
COc1ccc(C(=O)NCCNc2ccc([N+](=O)[O-])cc2)cc1 | -0.5 | -9 | -1 | -6 | 0.1 | 11 | 0 | 3 | 3
O=C(O)/C=C/C(=O)Nc1cc(F)ccc1F | 2.0 | -12 | -2 | -8 | 1.9 | 2 | -6 | 1 | 0
COc1ccc(/C=C2\SC(=O)N=C2N)cc1 | 1.5 | -6 | 4 | -8 | 0.6 | 0 | -2 | -2 | 4
Cc1ccc(S(=O)(=O)NC(C(=O)N2CCOCCOCCOCCOCC2)c2ccccc2)cc1 (centres undefined) | 0.6 | -4 | 4 | -13 | -0.3 | -1 | -1 | 1 | -1
CC(Sc1nnc2ccccn12)C(=O)N1CCc2ccccc2C1 (centres undefined) | 1.1 | -4 | 2 | -5 | -0.7 | 5 | -4 | 1[fluorescence artefact?] | -2
COc1ccc(NC(=O)CS(=O)CC(=O)Nc2cc(Cl)ccc2OC)cc1 (centres undefined) | 0.4 | -4 | 5 | -4 | -0.5 | 8 | -3 | 0[fluorescence artefact?] | -1
